Screening results: PubChem BioAssay, several laboratories
DNA FID counter – compounds displacing fluorescent DNA intercalator, primary screen, artefact control for HCV NS3 helicase inhibitor project, biochemical, FID fluorescence; DNA fluorescent intercalator displacement; inhibition, % at 7.9 µM; 0.17% of 290,000 active; in the data active = inhibition above about 37%;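 note: 0% = vehicle and 100% = reference compound; higher means more ethidium bromide displaced from hairpin DNA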
PHOSPHO1 block – PubChem AID 1565 | 1.1% of 290,000 active | Phosphoethanolamine/phosphocholine phosphatase (Homo sapiens), Q8TCT1 | recombinant PHOSPHO1, absorbance phosphatase assay | inhibition, % at 13.3 µM; in the data active = inhibition above about 60%
VIM-2 inh – VIM-2 metallo-beta-lactamase inhibitors, primary screen, biochemical, epi-absorbance readout, Pseudomonas aeruginosa enzyme. purified VIM-2, nitrocefin hydrolysis, epi-absorbance fluorescence. inhibition, % at 5.6 µM. 0.89% of 290,000 active;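 active = inhibition above the mean of all tested compounds plus 3 SD, cutoff set per screening run, cut at about 7.5% in these data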;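 note: red hydrolysis product quenches plate fluorescence so inhibitors raise well fluorescence; 0% = enzyme with DMSO and 100% = DMSO without enzyme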
V1R ag counter – agonists of human V1a receptor, primary screen, counter-screen for OXTR agonist project, fluorescence, CHO-V1R cells. Vasopressin V1a receptor (Homo sapiens), P37288. 0.25% of 320,000 active. activation, % at 3 µM. Fluo-8 calcium fluorescence, agonist mode; 0% DMSO, 100% 3 nM vasopressin;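 active = activation above the mean activation of all tested compounds plus 3 SD, per screening run, cut at about 20% in these data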;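 note: signal is peak over basal fluorescence ratio across a 100 second FLIPR read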
Target sequence (P37288 whole entry, looked up): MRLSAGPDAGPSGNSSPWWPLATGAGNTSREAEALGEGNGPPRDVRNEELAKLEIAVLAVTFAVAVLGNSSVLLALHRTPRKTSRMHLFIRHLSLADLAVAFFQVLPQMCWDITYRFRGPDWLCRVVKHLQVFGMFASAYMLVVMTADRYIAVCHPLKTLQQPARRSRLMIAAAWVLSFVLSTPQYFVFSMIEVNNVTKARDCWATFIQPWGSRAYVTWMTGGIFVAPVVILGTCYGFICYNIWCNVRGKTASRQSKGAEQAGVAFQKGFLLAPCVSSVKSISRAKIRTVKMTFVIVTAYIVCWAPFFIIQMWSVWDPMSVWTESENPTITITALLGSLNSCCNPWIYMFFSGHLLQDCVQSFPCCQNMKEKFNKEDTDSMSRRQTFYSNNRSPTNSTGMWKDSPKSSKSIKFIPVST
GPR7 antagonist – GPR7 receptor antagonists, primary screen, cell-based, fluorescence, single concentration. Neuropeptides B/W receptor type 1 (Homo sapiens), P48145. GPR7-expressing cells, fluorescence antagonist assay. inhibition, % at 4.4 µM. 1.1% of 290,000 active. AID 1861, 2009; in the data active = inhibition above about 16%, passing the limit was not always enough;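 note: cells stimulated with the agonist NPW; 0% = agonist with vehicle and 100% = vehicle without agonist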
Target sequence (P48145 whole entry, looked up): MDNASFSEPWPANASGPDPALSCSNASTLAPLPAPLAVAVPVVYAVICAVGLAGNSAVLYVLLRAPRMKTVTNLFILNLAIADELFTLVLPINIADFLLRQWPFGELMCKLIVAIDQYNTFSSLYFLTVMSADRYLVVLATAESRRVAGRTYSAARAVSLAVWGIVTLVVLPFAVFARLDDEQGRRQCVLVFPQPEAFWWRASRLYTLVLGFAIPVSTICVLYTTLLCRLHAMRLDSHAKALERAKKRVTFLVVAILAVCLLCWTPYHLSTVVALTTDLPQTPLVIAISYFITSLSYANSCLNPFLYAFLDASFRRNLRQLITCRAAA
IMP-1 inhibitor – IMP-1 metallo-beta-lactamase inhibitors, primary screen, biochemical, epi-absorbance readout, Pseudomonas aeruginosa enzyme; metallo-beta-lactamase IMP-1 (Pseudomonas aeruginosa); purified IMP-1, nitrocefin hydrolysis, epi-absorbance fluorescence; inhibition, % at 5.6 µM; 0.45% of 290,000 active;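 active = inhibition above the mean plus 3 SD of all compounds in the same screening run, cut at about 4.5% in these data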;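 note: 0% = IMP-1 with DMSO and 100% = DMSO wells lacking enzyme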
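System: purified IMP-1; amount: IMP-1 0.2 nM before substrate addition; compound: single dose, 5.6 µM; times: 25 °C, 15 min preincubation, 25 min reaction; signal: Epi-absorbance via hydrolysed-nitrocefin quenching of white-plate fluorescence, 480/530 nm, EDTA stop; benchmarks: DMSO with and without IMP-1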
GalR3 antagonist – GalR3 antagonists in HEK293 cells, primary screen, cell-based, fluorescence readout; Galanin receptor type 3 (Homo sapiens), O60755; HEK293 GalR3-CNG cAMP membrane potential fluorescence; galR3 body fused to GalR1 C-terminus; inhibition, % at 3 µM; 0.44% of 360,000 active; AID 651719, 2012;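 active = inhibition above the screen-wide average plus 3 SD, cut at about 13% in these data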;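 note: forskolin and galanin both at EC90 stimulate the cells; cAMP rise reported by CNG channel membrane potential dye signal; 0% = forskolin plus galanin with DMSO and 100% = forskolin alone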
Target sequence (O60755 1-299 limits assumed): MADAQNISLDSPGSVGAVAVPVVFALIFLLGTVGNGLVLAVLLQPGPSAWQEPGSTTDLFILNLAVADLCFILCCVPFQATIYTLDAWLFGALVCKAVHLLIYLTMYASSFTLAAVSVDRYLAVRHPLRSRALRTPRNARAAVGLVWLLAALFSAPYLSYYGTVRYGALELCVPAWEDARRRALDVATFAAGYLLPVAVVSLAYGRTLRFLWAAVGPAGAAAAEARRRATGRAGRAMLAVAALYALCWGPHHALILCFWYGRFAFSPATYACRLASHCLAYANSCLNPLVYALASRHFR
OXTR ag – human OXTR agonists, primary screen, fluorescence, CHO-OTR cells, Fluo-8 calcium; 0.32% of 320,000 active; Oxytocin receptor (Homo sapiens), P30559; Fluo-8 calcium fluorescence; normalized: DMSO 0%, oxytocin 100%; activation, % at 3 µM;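 active = activation above the mean of all tested compounds plus 3 SD, cutoff set per screening run, cut at about 20% in these data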;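 note: peak over basal fluorescence ratio from a 100 s FLIPR kinetic read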
NS3 helicase inh – inhibitors of HCV NS3 helicase, primary screen, biochemical, Cy5 molecular beacon fluorescence. Hepatitis C virus NS3 helicase. NS3 helicase DNA unwinding. inhibition, % at 10.9 µM. 0.56% of 290,000 active;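 active = inhibition above the mean of all tested compounds plus 3 SD, set per campaign, cut at about 35% in these data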;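 note: 0% = DMSO wells and 100% = thioflavine S control wells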
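System: HCV NS3 helicase fragment; control set: DMSO and thioflavine S; technique: Cy5 fluorescence at 0 and 60 min, beacon hairpin quenching; reagent: beacon DNA duplex substrate plus ATP; replicates: singlicate; schedule: 1 h reaction at 25 °C, ATP-initiated; medium: MOPS buffer pH 6.5 with MgCl2, DTT, Tween20, BSA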
Starred values were filed as active, the others as inactive. Hits appear at their usual frequency; about 4.3% have a hit in one of these screens.

`COCCCNC(=O)C1CCCN(S(=O)(=O)c2ccc(C)cc2)C1` (stereo unspecified) gave DNA FID counter -7, PHOSPHO1 block 4, VIM-2 inh -2.3, V1R ag counter 0.9, GPR7 antagonist -7, IMP-1 inhibitor -3.3, GalR3 antagonist -6, OXTR ag -0.1 and NS3 helicase inh 2.
For O=C(Nc1ccc(F)cc1F)c1ccc2c(c1)[nH]c(=O)n2Cc1ccc(F)cc1 the results were DNA FID counter -24, PHOSPHO1 block 23, VIM-2 inh -1.0, V1R ag counter 4.4, GPR7 antagonist 12, IMP-1 inhibitor -5.8, GalR3 antagonist -7, OXTR ag 4.3 and NS3 helicase inh -3.
For CCc1sc(C(=O)NCCc2ccc(S(N)(=O)=O)cc2)cc1C the results were DNA FID counter -12, PHOSPHO1 block 15, VIM-2 inh -2.8, V1R ag counter 1.4, GPR7 antagonist -3, IMP-1 inhibitor -3.3, GalR3 antagonist -7, OXTR ag 0.9 and NS3 helicase inh -13.
NN(CCO)C(=S)Nc1ccc(Cl)cc1 was read as DNA FID counter -2, PHOSPHO1 block -14, VIM-2 inh 1.6, V1R ag counter -0.7, GPR7 antagonist -22, IMP-1 inhibitor -1.1, GalR3 antagonist 3, OXTR ag -0.4 and NS3 helicase inh -4.
O=C(NCCCCC(NC(=O)C1CCCCC1)C(=O)O)c1ccccc1 (stereo unspecified) was read as DNA FID counter -14, PHOSPHO1 block -25, VIM-2 inh 2.7, V1R ag counter 0.1, GPR7 antagonist -10, IMP-1 inhibitor 0.4, GalR3 antagonist -6, OXTR ag 0.2 and NS3 helicase inh 15.
For CCOC(=O)C1(CCCc2ccccc2)CCN(Cc2ccn[nH]2)CC1 the results were DNA FID counter 11, PHOSPHO1 block 24, VIM-2 inh -2.0, V1R ag counter 3.5, GPR7 antagonist -11, IMP-1 inhibitor -2.0, GalR3 antagonist -4, OXTR ag 3.0 and NS3 helicase inh -10.
Screening Cc1cc(=O)n2[nH]c(-c3ccc(F)cc3)nc2n1 returned DNA FID counter -1, PHOSPHO1 block -14, VIM-2 inh 0.1, V1R ag counter 0.1, GPR7 antagonist 0, IMP-1 inhibitor -1.1, GalR3 antagonist -3, OXTR ag -0.1 and NS3 helicase inh 0.
`O=C(Nc1ccsc1C(=O)N1CCCC1)c1ccccc1` gave DNA FID counter 3, PHOSPHO1 block 36, VIM-2 inh -2.2, V1R ag counter 1.4, GPR7 antagonist -10, IMP-1 inhibitor -1.8, GalR3 antagonist 10, OXTR ag -0.1 and NS3 helicase inh 7.
For Cc1ccsc1/C=N/Nc1ccc(C(=O)O)cc1 the results were DNA FID counter -8, PHOSPHO1 block 31, VIM-2 inh 0.1, V1R ag counter 7.8, GPR7 antagonist -4, IMP-1 inhibitor -3.1, GalR3 antagonist -5, OXTR ag 4.9 and NS3 helicase inh 4.
CCn1c(SCC(=O)N2CCCC2)nnc1-c1ccc(S(=O)(=O)N2CCCCCC2)cc1 was read as DNA FID counter -40, PHOSPHO1 block 48, VIM-2 inh -2.6, V1R ag counter 2.2, GPR7 antagonist -8, IMP-1 inhibitor 2.3, GalR3 antagonist -5, OXTR ag -0.8 and NS3 helicase inh 19.
Screening CCCCN(CC)C(=O)Cn1ncc2c1-c1cc(C)ccc1OC2 returned DNA FID counter -26, PHOSPHO1 block -7, VIM-2 inh -0.4, V1R ag counter -0.7, GPR7 antagonist -5, IMP-1 inhibitor -3.4, OXTR ag -1.7 and NS3 helicase inh -4.
For Cc1cc(C)n(-c2ccc(Cl)c(C(=O)Nc3ccc(-c4nnc5n4CCCCC5)cc3)n2)n1 the results were DNA FID counter -24, PHOSPHO1 block 62*, VIM-2 inh 1.9, V1R ag counter -0.9, GPR7 antagonist 14, IMP-1 inhibitor -0.1, GalR3 antagonist -1, OXTR ag -1.6 and NS3 helicase inh 4.
For Cc1cccc2c1-c1sc(C(=O)N3CCCCC3)cc1CO2 the results were DNA FID counter -37, PHOSPHO1 block 28, VIM-2 inh -2.0, V1R ag counter -1.2, GPR7 antagonist -5, IMP-1 inhibitor -5.0, GalR3 antagonist -3, OXTR ag -1.3 and NS3 helicase inh -14.
`COc1c(C)cc(C(=O)C2CCCN(C(=O)c3cc(C4CC4)[nH]n3)C2)cc1C` (stereo unspecified) gave DNA FID counter -46, PHOSPHO1 block 38, VIM-2 inh -0.3, V1R ag counter 5.6, GPR7 antagonist -15, IMP-1 inhibitor -1.3, GalR3 antagonist 3, OXTR ag 0.9 and NS3 helicase inh 10.
`COc1ccc(NC(=O)NNC(=O)C(C)Oc2ccc3ccccc3c2)cc1` (stereo unspecified) gave DNA FID counter -24, PHOSPHO1 block 28, VIM-2 inh -2.3, GPR7 antagonist -4, IMP-1 inhibitor 0.2, GalR3 antagonist -4 and NS3 helicase inh 10.
For CCOC(=O)N1CCC(N2Cc3cccc(C(=O)Nc4c(C)cccc4CC)c3C2=O)CC1 the results were DNA FID counter -54, PHOSPHO1 block 27, VIM-2 inh -2.4, V1R ag counter -1.3, GPR7 antagonist 9, IMP-1 inhibitor -2.6, GalR3 antagonist 1, OXTR ag -2.9 and NS3 helicase inh -28.
Screening CC(=O)c1[nH]c(C)c(C(=O)N2CCCC(Nc3cccc(F)c3)C2)c1C (stereo unspecified) returned DNA FID counter -15, PHOSPHO1 block 12, VIM-2 inh -4.8, V1R ag counter 1.3, GPR7 antagonist 0, IMP-1 inhibitor -5.1, GalR3 antagonist -7, OXTR ag 0.6 and NS3 helicase inh 12.
Screening Cn1c(-c2cccc(Br)c2)cnc1NCc1ccccc1O returned DNA FID counter 17, PHOSPHO1 block -7, VIM-2 inh -0.8, GPR7 antagonist 2, IMP-1 inhibitor 0.3, GalR3 antagonist -11 and NS3 helicase inh -26.
For CN(C(=O)COC(=O)c1ccc2c(c1)OCO2)C1CCS(=O)(=O)C1 (stereo unspecified) the results were DNA FID counter 3, PHOSPHO1 block -4, VIM-2 inh 1.1, V1R ag counter 1.0, GPR7 antagonist 4, IMP-1 inhibitor 0.6, GalR3 antagonist -2, OXTR ag 2.3 and NS3 helicase inh 4.
Screening CC(=O)C1=C(C)NC(SCSc2ccccc2)=C(C#N)C1c1cccnc1 (stereo unspecified) returned DNA FID counter -6, PHOSPHO1 block -17, VIM-2 inh -2.9, V1R ag counter 0.8, GPR7 antagonist -8, IMP-1 inhibitor -4.8, OXTR ag -2.1 and NS3 helicase inh -5.
Cc1onc(-c2ccccc2)c1C(=O)NCC1CCN(C(=O)c2c(-c3ccccc3)noc2C)CC1 was read as DNA FID counter -20, PHOSPHO1 block 41, VIM-2 inh -1.2, V1R ag counter 0.4, GPR7 antagonist 1, IMP-1 inhibitor -1.2, GalR3 antagonist -3, OXTR ag -0.4 and NS3 helicase inh -5.
Cc1ccc(CN2CCN(C3CSCCSC3)CC2CCO)cc1 (stereo unspecified) was read as DNA FID counter 4, PHOSPHO1 block 23, VIM-2 inh -2.8, V1R ag counter 0.4, GPR7 antagonist -3, IMP-1 inhibitor -2.1, GalR3 antagonist -1, OXTR ag 0.3 and NS3 helicase inh 1.
O=C(C1CCC(CNc2c(N3CCCC3)c(=O)c2=O)CC1)N1CCc2ccccc21 (stereo unspecified) was read as DNA FID counter -30, PHOSPHO1 block 32, VIM-2 inh -1.0, V1R ag counter 0.0, GPR7 antagonist 2, IMP-1 inhibitor -2.5, GalR3 antagonist -4, OXTR ag -0.1 and NS3 helicase inh -1.
Screening O=c1c2ccccc2n2c(-c3ccc(C(F)(F)F)cc3)nnc2n1Cc1ccccc1 returned DNA FID counter -7, PHOSPHO1 block -1, VIM-2 inh -1.4, V1R ag counter -1.3, GPR7 antagonist -8, IMP-1 inhibitor -1.2, GalR3 antagonist -2, OXTR ag -2.4 and NS3 helicase inh 1.
For COc1ccc(CN2CCN(Cc3ccc(C)cc3)CC2)c(OC)c1 the results were DNA FID counter 4, PHOSPHO1 block 2, VIM-2 inh -2.1, V1R ag counter 1.4, GPR7 antagonist -3, IMP-1 inhibitor -1.4, GalR3 antagonist -9, OXTR ag -1.2 and NS3 helicase inh -5.
Screening CC(C)(C)NC(=O)N1CCCC(C(=O)c2cccc(Cl)c2)C1 (stereo unspecified) returned DNA FID counter -7, PHOSPHO1 block 10, VIM-2 inh -1.8, V1R ag counter 0.3, GPR7 antagonist -11, IMP-1 inhibitor -2.9, GalR3 antagonist -4, OXTR ag -1.1 and NS3 helicase inh -8.
`COc1ccc(CC(=O)OCC(=O)N2CCCC(C)C2)cc1` (stereo unspecified) gave DNA FID counter -16, PHOSPHO1 block 17, VIM-2 inh 0.7, V1R ag counter 0.9, GPR7 antagonist 0, IMP-1 inhibitor 0.9, GalR3 antagonist -10, OXTR ag 0.6 and NS3 helicase inh -2.
Screening Cc1ccc(O)c(C(=O)c2cnc3c(c2)CN(C)C(=O)N3)c1 returned DNA FID counter -6, PHOSPHO1 block -15, VIM-2 inh 1.9, V1R ag counter 0.5, GPR7 antagonist -7, IMP-1 inhibitor -3.9, GalR3 antagonist -4, OXTR ag 0.3 and NS3 helicase inh -8.
Screening CSc1nc2c(ccc3ccccc32)o1 returned DNA FID counter 2, PHOSPHO1 block 2, VIM-2 inh -2.7, V1R ag counter -0.4, GPR7 antagonist -10, IMP-1 inhibitor -4.6, GalR3 antagonist -5, OXTR ag -2.6 and NS3 helicase inh 8.
Cc1cc2nsnc2c(S(=O)(=O)N2CCN(C)CC2)c1C was read as DNA FID counter 2, PHOSPHO1 block -35, VIM-2 inh -2.1, V1R ag counter 0.3, GPR7 antagonist 7, IMP-1 inhibitor -2.3, GalR3 antagonist -4, OXTR ag 1.5 and NS3 helicase inh 9.
For O=C(Nc1ccccc1)OC1CCS(=O)(=O)C1 (stereo unspecified) the results were DNA FID counter 0, PHOSPHO1 block 3, VIM-2 inh 0.1, V1R ag counter 0.3, GPR7 antagonist -10, IMP-1 inhibitor -1.5, GalR3 antagonist -4, OXTR ag 1.2 and NS3 helicase inh 5.
For CCCP(=O)(CCC)CCP(=O)(c1ccccc1)c1ccccc1 the results were DNA FID counter -10, PHOSPHO1 block -9, VIM-2 inh -2.3, V1R ag counter 1.8, GPR7 antagonist -9, IMP-1 inhibitor -3.9, GalR3 antagonist -3, OXTR ag 0.8 and NS3 helicase inh -5.
